HCV inh – blocks hepatitis C virus; Potency, µM (top dose mostly 41.8 µM), for inactives: top-dose activity change, negative = inhibition, hits mostly inhibitors; 340,000 compounds, 3.4% hits; Huh7.5.1 HCVcc-Cre infection, luciferase reporter, 44 h; further: potency means the concentration at half of the fitted maximal effect
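Antiviral activity was scored by luciferase reporter output from cells infected with HCVcc-Cre (~0.5 moi) in presence of compound, 44 h infection period, cells seeded 1,000/well 4 h prior.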
HCMV antiviral – blocks human cytomegalovirus replication | HFF cells, HCMV-luciferase reporter, 72 h; stronger effect = lower value | activity change, negative = inhibition, % at 57.5 µM | 410,000 compounds, 4.5% hits | AID 1259415; in the data active means activity change below about -60%; inconclusive means no clear call, values can overlap the other calls; inactive means above about -39%
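Cell-based, HFFs, 1000 cells/well, 16 h 37C; cpds in DMSO + HCMV-luc, MOI 1 PFU/cell; 72 h 37C; OneGlo luminescence after 5 min RT; norm. to buffer vs Salinomycin 10uM.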
Sm TGR block – blocks Schistosoma mansoni thioredoxin glutathione reductase; Q962Y6; purified TGR, DTNB reduction, TNB absorbance 405 nm; Potency, µM (series often up to 114 µM), for the others: top-dose activity change, negative = inhibition, actives largely listed as inhibitors; 360,000 compounds, 3% hits; AID 485364; further: potency means the concentration at half of the fitted maximal effect; nearly all actives have a fitted effect of over 60% in size
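Kinetic colorimetric format: TGR-catalysed, NADPH-driven DTNB reduction monitored via TNB absorbance. Enzyme dispensed at 20 nM; compound exposure 15 min at room temperature before reaction start.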
AMA1 RON2 block – inhibitors of Plasmodium falciparum AMA1-RON2 interaction; AlphaScreen AMA1-biotinylated RON2 peptide binding; Potency, µM (titrated, usually from 58.2 µM), inactives show top-dose activity change, negative = inhibition, most hits filed as inhibitors; 360,000 compounds, 0.2% hits;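 further: potency means the concentration at half of the fitted maximal effect; 0% = vehicle wells and -100% = peptide control; nearly all actives have a fitted effect of over 45% in size; some results filed as inactive show a strong effect at the top dose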
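AMA1 (3D7) with his tag at 25 nM final met compounds first, then biotinylated RON2 peptide at 25 nM; detection used donor plus acceptor beads, 10 µg/mL apiece, read by AlphaScreen after 30 min at room temperature.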
AmpC detergent – AmpC beta-lactamase inhibition with detergent present. AmpC hydrolysis of nitrocefin, absorbance 480 nm, 0.01% Triton. Potency, µM (highest dose often 114 µM), without a hit: at the top dose activity change, negative = inhibition, most hits filed as inhibitors. P00811. 370,000 compounds, 0.041% hits;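 further: potency means the concentration at half of the fitted maximal effect; 0% = no-compound wells and -100% = no-enzyme wells; nearly all actives have a fitted effect of over 25% in size; some results filed as inactive show a strong effect at the top dose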
Target sequence (P00811 whole entry, looked up): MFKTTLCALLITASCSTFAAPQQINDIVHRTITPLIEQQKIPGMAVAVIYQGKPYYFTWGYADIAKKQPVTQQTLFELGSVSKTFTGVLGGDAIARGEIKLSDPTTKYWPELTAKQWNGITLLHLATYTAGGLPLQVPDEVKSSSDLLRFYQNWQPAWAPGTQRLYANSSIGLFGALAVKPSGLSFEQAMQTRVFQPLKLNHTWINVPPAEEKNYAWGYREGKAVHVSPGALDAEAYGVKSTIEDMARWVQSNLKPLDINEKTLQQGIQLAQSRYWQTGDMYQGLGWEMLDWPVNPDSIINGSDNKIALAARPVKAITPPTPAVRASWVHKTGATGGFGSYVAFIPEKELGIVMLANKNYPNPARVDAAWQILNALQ
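AmpC (5.3 nM in the dispensed reagent) in 20 mM phosphate pH 7.0 with 0.01% (detergent screen) or 0.0001% Triton X-100 was preincubated with compounds for 15 min at room temperature. Nitrocefin was then added from an 800 uM solution, and hydrolysis was followed at 480 nm.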
Giardia FBPA inh – inhibitors of Giardia lamblia fructose-1,6-bisphosphate aldolase; A8B2U2; purified Giardia FBPA; Potency, µM (top dose mostly 59.6 µM), without a hit: top-dose activity, negative = inhibition, most hits filed as inhibitors; 290,000 compounds, 0.71% hits; AID 2451; further: potency means the concentration at half of the fitted maximal effect; nearly all actives have a fitted effect of over 55% in size
Target sequence (A8B2U2 whole entry, looked up): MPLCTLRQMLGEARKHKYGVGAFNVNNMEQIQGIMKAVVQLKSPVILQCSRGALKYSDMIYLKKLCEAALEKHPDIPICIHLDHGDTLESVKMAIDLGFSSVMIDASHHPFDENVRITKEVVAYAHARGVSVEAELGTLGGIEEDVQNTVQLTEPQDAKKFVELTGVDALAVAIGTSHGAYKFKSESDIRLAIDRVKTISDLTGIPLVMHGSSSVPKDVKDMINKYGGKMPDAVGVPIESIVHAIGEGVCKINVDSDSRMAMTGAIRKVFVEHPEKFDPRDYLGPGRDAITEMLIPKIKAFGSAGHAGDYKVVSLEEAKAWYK
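40 nM FBPA preincubated 10 min at RT with compound (up to 57.5 uM final), then substrate plus GAPDH/TPI/NAD/arsenate coupling and diaphorase/resazurin added. Fluorescence read after 20 min at RT, 525/598 nm.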
The depositor's hits bear a star; ? = inconclusive; nt = no result given; + = active, no number; & = joins results of further samples; ! = not confirmed by another sample; [ ] = another dose, or the depositor's remark. Unless noted, the call rests on the fitted dose curve; in most records, active means well fitted curve in the direction sought with a large enough effect; inconclusive means small, poorly fitted or top-dose-only effect, or another doubt; inactive means no such curve, though single readings can be large; an effect the other way counts as inactive or inconclusive. Unless noted, on the % scale 0 is the no-effect control and ±100 the full control effect.

SMILES | HCV inh | HCMV antiviral | Sm TGR block | AMA1 RON2 block | AmpC detergent | Giardia FBPA inh
COc1ccccc1N=C1SC(C(=O)Nc2ccc(F)cc2)CC(=O)N1C (configuration not stated) | 9% | -21 | 1% | -8% | ? | 0%
CCCNC(=O)NC(=O)CSc1ccc(C)cc1C | -11% | ? | 7% | 14% | ? | -1%
COc1cc(NC(=O)CSc2ncccc2C(=O)OC(C)C)cc(OC)c1 | ? | -108*! | 1%&6% | 23% | ? | 1%
CCOc1ccc(NC(=O)C2CC(C)=C(C)CC2C(=O)O)cc1 (configuration not stated) | 2% | 24 | 42%[activator] | -7% | -5% | -13%
O=[N+]([O-])c1ccccc1S(=O)(=O)N1CCN(Cc2ccccc2)CC1 | 9% | 7 | 1% | -5% | -11% | -30%
COc1ccc(/C=C/C(=O)OCC(=O)Nc2ccc(N3CCOCC3)cc2)cc1 | 18% | -28 | 1% | 6% | -4% | 3%
Cn1c(=O)c2c(SCC(=O)N3CCOCC3)nc(C3CC3)nc2n(C)c1=O | 8% | -4 | -4% | -1% | ? | -6%
Cc1ccc(NC(=S)Nn2cnnc2)cc1 | -16% | -6 | nt | 6% | -4% | 16µM*
Cc1ccc(CNC(=O)C2CC(=O)N(c3ccc(OCC(=O)N4CCCC4)cc3)C2)cc1 (configuration not stated) | 10% | 55 | -7% | 6% | -5% | 6%
CCCCOC(=O)CNc1n[nH]c(=S)[nH]c1=O | 12% | -20 | ? | 2% | 2% | -24%
Cc1cccc(-n2c(-c3csc(C)c3)n[nH]c2=S)c1 | ? | 0 | -10% | 29% | 0% | 4%
COc1cc(/C=N/NC(=S)Nc2cccc(S(=O)(=O)N(C)C)c2)ccc1O | -5% | ? | -16% | 41%[activator] | -4% | 6%
CCCN(CC(=O)Nc1ccccc1OC)C(=O)c1cccc(S(=O)(=O)Nc2ccc(OC)cc2)c1 | ? | -13 | -1% | 11% | -5% | nt
O=[N+]([O-])c1ccc(-c2ccccc2)c([As](=O)(O)O)c1 | -24% | -91* | 2µM* | -8% | 7% | 1%
CCC(CC)c1nnc(NC(=O)Cc2ccccc2[N+](=O)[O-])s1 | 7% | 42 | 7% | -10% | 7% | -4%
Cc1cc(C)c2c(=O)c(C#N)coc2c1 | -21% | 2 | -33% | 0% | -5% | 1%
CN(CC(=O)Nc1cccc(F)c1)C(=O)/C=C/c1ccc(Br)s1 | 34%[activator] | ? | -10% | -3% | -6% | nt
Cc1ccc(-c2nc(=S)c3c(n2Cc2ccco2)CCCC3)cc1 | 2% | 12 | 8.9µM* | -5% | ? | 7%
Cc1c(C(=O)Nc2ccc(F)cc2F)sc2nc3n(c(=O)c12)N=C(c1ccccc1)CS3 | nt | 28 | 7% | nt | 7% | nt
CCOc1ncccc1C(=O)N1CCN(C(c2ccccc2)c2ccccc2)CC1 | 11µM* | -29 | -16% | 0% | ? | 9%
COc1ccc(CNC(=O)C(=O)Nc2ccc(OC)cc2OC)cc1 | nt | 9 | -1% | nt | 0% | nt
CCc1noc(C)c1C(=O)OCC(=O)Nc1c(F)cccc1F | 5% | -13 | 1% | 8% | ? | nt
Cc1ccc(CCC(=O)Nc2ccc(C#N)cc2)o1 | 10% | 4 | ? | -3% | 1% | nt
CCCCC(=O)N(CCOC)c1nnc(-c2ccccc2C)s1 | 1.8µM* | -15 | nt | 71%[activator] | 0% | -2%
COC(=O)c1ccc(CSc2nc3sc4c(c3c(=O)n2C)CCCC4)o1 | -16% | 6 | -22% | -9% | ? | 1%

Some of the entries so far, as comma-separated lines:
structure,HCV inh,HCMV antiviral,Sm TGR block,AMA1 RON2 block,AmpC detergent,Giardia FBPA inh
CCCN(CC(=O)Nc1ccccc1OC)C(=O)c1cccc(S(=O)(=O)Nc2ccc(OC)cc2)c1,?,-13,-1%,11%,-5%,nt
Cc1cccc(-n2c(-c3csc(C)c3)n[nH]c2=S)c1,?,0,-10%,29%,0%,4%

Remaining list, next part
SMILES | HCV inh | HCMV antiviral | Sm TGR block | AMA1 RON2 block | AmpC detergent | Giardia FBPA inh
O=C(Nc1ccccn1)c1cccc(S(=O)(=O)N2CCCC2)c1 | -25% | 9 | 5% | 2% | 6% | nt
CC1CCCCN1C(=O)c1cc(S(=O)(=O)N2CCOCC2)ccc1Cl (configuration not stated) | 17% | 18 | nt | -8% | nt | nt
CCN(c1ccccc1)S(=O)(=O)c1ccc(Cl)c(NC(=O)Nc2ccc(Cl)cc2C#N)c1 | ? | ? | 5% | -2% | 1% | -7%
O=C(O)c1ccc(CN2C(=O)CSC2=S)cc1 | -12% | -11 | 1% | 1% | -3% | 4%
Cc1ccc(S(=O)(=O)NCCC(=O)N2CCCC(C)C2)cc1 (configuration not stated) | 10% | -18 | 1% | -2% | ? | nt
Cc1c(C)n(Cc2ccccc2)c2ccc(C(=O)NCc3ccccc3F)cc12 | nt | + | 3% | nt | 6% | nt
COc1cc2oc(=O)cc(-c3ccc(-c4ccc(N(C)C)cc4)cc3)c2c(OC)c1OC | -22% | -12 | nt | -13% | nt | -6%
O=C(c1cccs1)N1CCC(c2nc3c(nnn3Cc3c(Cl)cccc3Cl)c(=O)[nH]2)CC1 | 3% | -25 | 7% | 2% | 2% | nt
COc1ccc(OC)c(C2CC(=O)Oc3c2c(=O)n(C)c2ccccc32)c1 (configuration not stated) | nt | 2 | -17% | nt | -4% | nt
COC(=O)c1ccc(Cl)cc1NC(=O)Nc1nnc(N(C)Cc2ccccc2)s1 | nt | -5 | 20% | nt | 7% | nt
C=C1[C@H](C)CN[C@H]1CCO | 55%[activator] | -26 | nt | 10% | nt | nt
O=C1OC(Nc2ccc(Cl)cn2)c2ccccc21 (configuration not stated) | 13% | -27 | 4% | 0% | -10% | -2%
O=C1OC(c2ccc3ccccc3c2O)(c2ccc3ccccc3c2O)c2ccccc21 | ? | 40 | nt | ? | nt | nt
CCOC(=O)C1=C(N)Oc2ccc3ccccc3c2C1c1ccc(O)c(OC)c1 (configuration not stated) | -16% | ? | ? | -7% | -2% | -10%
Cc1cc(Br)c(S(=O)(=O)NCCN2CCOCC2)cc1C | 13% | 21 | -26% | -3% | -12% | -2%
COc1ccccc1CN1CC(C(=O)N(CCO)Cc2cccs2)CCC1=O (configuration not stated) | 1% | -8 | 0% | -4% | 2% | nt
O=C(Nc1ccccc1)N(CCc1nc2ccccc2[nH]1)C1CCCC1 | nt | 49 | 5% | 6% | -15% | -12%
Cc1ccc(NC(=O)CN(C)C(=O)Cn2cc(C(F)(F)F)ccc2=O)cc1 | 0% | -14 | 6% | 10% | -10% | 0%
CC1CC(=O)c2cnc(NCC3CCCO3)nc2C1 (configuration not stated) | 17% | 0 | 3% | -7% | -4% | 0%
Cc1cnc(C(=O)NCC(=O)Nc2ccccc2Br)cn1 | ? | -11 | -5% | 2% | -19% | nt
O=C1C2C3CCC(O3)C2C(=O)N1c1cc(OCC(F)F)cc([N+](=O)[O-])c1 (configuration not stated) | 5% | 1 | -3% | -10% | ? | nt
Cc1ccc2c(c1)N(CCC(=O)NC1CC1)C(=O)C(C)O2 (configuration not stated) | 20% | 63 | -3% | 5% | -9% | 6%
O=C(CCCn1c(=S)[nH]c2cc3c(cc2c1=O)OCO3)N1CCN(c2ccc(F)cc2)CC1 | -13% | -31 | 0% | 44%[activator] | -13% | -9%
O=C(CSc1ncn[nH]1)Nc1nc(-c2ccccc2)ns1 | 14% | 93 | 2% | 69%[activator] | 0% | 25%
COc1ccc(C2C(C(=O)c3ccccc3)=C(C)Nc3nc4ccccc4n32)c(OC)c1 (configuration not stated) | 1% | -39 | -13% | -1% | ? | 9%
Next section
SMILES | HCV inh | HCMV antiviral | Sm TGR block | AMA1 RON2 block | AmpC detergent | Giardia FBPA inh
Cc1noc(C)c1C(=O)NC(C)c1ccc(Cl)cc1Cl (configuration not stated) | 12% | 18 | 5% | 7% | ? | -1%
CCNC(=O)c1ccc(NS(=O)(=O)c2ccccc2)cc1 | 14% | 28 | 4% | 4% | ? | 2%
O=C(CSc1nc2ccccc2c(=O)[nH]1)c1ccc(O)cc1O | -5% | -24 | 1% | 29% | 2% | -12%
CC1=NN(c2nc(-c3ccc(C)cc3)cs2)C(=O)C1N=Nc1ccc(C(N)=O)cc1 (configuration not stated) | 2.8µM* | ? | -3% | 15% | -1% | 0%
O=C(O)C1C2C=CC(C2)C1C(=O)NCCc1ccncc1 (configuration not stated) | 12% | 17 | -1% | 4% | 0% | 4%
Cc1ccc(-c2nn(CC(=O)Nc3cccnc3)c(=O)c3ccccc23)cc1 | 3% | 7 | -4% | 3% | 1% | ?
C[C@H](CO)N1C[C@H](C)[C@@H](CN(C)S(=O)(=O)c2ccccc2)Oc2ccc(NS(=O)(=O)c3cn(C)cn3)cc2C1=O | 5% | 1 | nt | -2% | nt | nt
Cc1ccc(NCc2n[nH]c(=S)n2-c2ccccc2)c(C)c1 | 6% | ? | 4% | 95%[activator] | 0% | 0%
CC(NC(=O)COC(=O)c1ccc2ccccc2n1)C1CC2CCC1C2 (configuration not stated) | -1% | -20 | -12% | 3% | -4% | 0%
CC(C)CN1CCc2nc(N3CCN(C)CC3)ncc2C1 | nt | 20 | -1% | nt | 8% | nt
NNc1cc([N+](=O)[O-])cc2c1C(=O)N(Cc1ccccc1)S2=O (configuration not stated) | 3% | -8 | -3% | -6% | -1% | ?
COc1ccc(C2NC(=O)NC(c3ccccc3)=C2c2nc3ccccc3s2)cc1 (configuration not stated) | -12% | -8 | 2% | -23% | -2% | 0%
Cn1cc(CN2C[C@]3(C)C[C@H]2CC(C)(C)C3)c(-c2ccc3c(c2)OCCO3)n1 | -3% | -25 | -33% | -5% | 7% | -4%
CCOC(=O)CNC(=S)N(Cc1ccccc1)Cc1ccccc1F | 24% | -13 | 12% | -3% | ? | -5%
COc1cccc(NC(=S)N(CCCN2CCOCC2)Cc2cn(C)c3ccccc23)c1 | ? | -78* | 2% | -18% | -7% | 5%
COc1ccccc1OCCNC(=O)c1cccc(S(=O)(=O)N2CCN(C)CC2)c1 | nt | 1 | 8% | 31%[activator] | 1% | nt
O=C1Nc2ccc(Br)cc2/C1=C/C1CC=CCC1 (configuration not stated) | ? | 13 | -18% | 14% | ? | -9%
CCCCNS(=O)(=O)c1ccc(NC(=O)C2CCCO2)cc1 (configuration not stated) | 10% | -20 | -1% | -6% | -14% | -1%
COc1cc2c(cc1NC(=O)c1cc(-c3ccncc3)nc3ccc(C)cc13)oc1ccccc12 | ? | 29 | 1% | -16% | -2% | 5%
N/C(Cc1ccc([N+](=O)[O-])cc1)=N\OC(=O)c1ccccc1F | 28% | 51 | 5% | 2% | 2% | -2%

Retrieved by compound from above, 3 records:
SMILES | HCV inh | HCMV antiviral | Sm TGR block | AMA1 RON2 block | AmpC detergent | Giardia FBPA inh
CCCNC(=O)NC(=O)CSc1ccc(C)cc1C | -11% | ? | 7% | 14% | ? | -1%
O=C(O)c1ccc(CN2C(=O)CSC2=S)cc1 | -12% | -11 | 1% | 1% | -3% | 4%
Cc1c(C(=O)Nc2ccc(F)cc2F)sc2nc3n(c(=O)c12)N=C(c1ccccc1)CS3 | nt | 28 | 7% | nt | 7% | nt

Bioassay records from PubChem.
